Bioassay records deposited in PubChem by Fisher Drug Discovery Resource Center.
mcGAS lum = cyclic GMP-AMP synthase inhibitors, mouse, primary biochemical chemiluminescence | recombinant cGAS, Kinase-Glo ATP depletion luminescence | Q8C6L5 | 160,000 compounds, 0.15% hits | AID 1259399, 2018 | inhibition, % at 12.5 µM;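 note: 0% = negative control wells and 100% = reference inhibitor with no enzyme activity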
hcGAS lum = Primary biochemical luminescence assay for human cyclic GMP-AMP synthase inhibitors | 290,000 compounds, 0.081% hits | AID 1259398, 2018 | recombinant h-cGAS, ATP depletion, Kinase-Glo luminescence | Q8N884 | inhibition, % at 12.5 µM;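 note: 0% = vehicle reaction and 100% = reaction without DNA for no activity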
Target sequence (Q8N884 whole entry, looked up): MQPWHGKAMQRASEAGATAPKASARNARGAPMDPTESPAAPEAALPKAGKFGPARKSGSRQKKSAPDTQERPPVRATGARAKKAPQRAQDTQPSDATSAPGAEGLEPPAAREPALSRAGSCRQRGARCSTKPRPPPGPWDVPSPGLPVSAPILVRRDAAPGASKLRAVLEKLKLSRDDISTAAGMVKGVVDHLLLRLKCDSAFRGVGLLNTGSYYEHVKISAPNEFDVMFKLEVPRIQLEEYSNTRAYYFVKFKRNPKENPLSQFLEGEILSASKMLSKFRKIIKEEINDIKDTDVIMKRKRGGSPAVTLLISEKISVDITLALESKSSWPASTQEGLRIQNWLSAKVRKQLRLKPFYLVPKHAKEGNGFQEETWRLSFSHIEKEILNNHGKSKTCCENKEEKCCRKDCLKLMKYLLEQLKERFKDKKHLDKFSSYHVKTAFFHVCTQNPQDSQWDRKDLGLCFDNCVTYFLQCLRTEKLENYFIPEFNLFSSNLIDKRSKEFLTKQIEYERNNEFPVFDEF
NPYLR7 agonist = agonists of mosquito NPYLR7 receptor, primary screen, cell-based, Aedes aegypti, calcium fluorescence, mosquito biting behavior; Aedes aegypti neuropeptide Y-like receptor 7 (NPYLR7); activation, % at 10 µM; 270,000 compounds, 0.15% hits; HEK293T NPYLR7/Galpha15, GCaMP6s calcium fluorescence; AID 1259423, 2018; in the data active = activation above about 40%;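 note: 0% = vehicle and 100% = reference agonist at the receptor; some compounds past the cut are filed as inactive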
Active calls of the source: *. Cut-off read from the data, not from the text of the source, unless noted: active = inhibition above about 40%; inactive = the rest.

Cc1nn2c(C(F)(F)F)cc(-c3ccc(Cl)cc3)nc2c1C(=O)N1CCN(C(c2ccccc2)c2ccccc2)CC1 was read as hcGAS lum -4 and NPYLR7 agonist -6.
Screening C=CCn1c(=O)c2c(nc3n(Cc4ccco4)c(C)c(C)n23)n(C)c1=O returned mcGAS lum -5, hcGAS lum -6 and NPYLR7 agonist 17.
Screening CSc1nc(NCC(C)C)c2cnn(CCNC(=O)c3cc4ccccc4o3)c2n1 returned mcGAS lum -6 and hcGAS lum -4.
Screening COc1ccc(CC(=O)NC(N=C(NC#N)Nc2cccc3ncccc23)C(C)(C)C)cc1OC (centres undefined) returned hcGAS lum -3 and NPYLR7 agonist 1.
For Cc1nn(C(C)(C)C)c2nc(C3CC3)cc(C(=O)NC(C)C)c12 the results were hcGAS lum 1 and NPYLR7 agonist -4.
`CC(C)CN(CC(=O)N1CCc2sccc2C1c1ccc(Cl)cc1)C(=O)COCc1ccccc1` (centres undefined) gave mcGAS lum 2 and hcGAS lum 2.
COc1ccc(-c2ccc(NC(=O)c3cccnc3)c(C)c2)c(OC)c1OC was read as mcGAS lum -19, hcGAS lum -5 and NPYLR7 agonist 27.
`COCCNc1oc2c(c1-c1ccc(F)cc1)c(=O)oc1ccccc12` gave mcGAS lum 1, hcGAS lum 9 and NPYLR7 agonist 1.
`C=C(C)Cn1c(SCc2cccc(C)c2)nc2c1c(=O)[nH]c(=O)n2C` gave hcGAS lum -10 and NPYLR7 agonist 2.
Cn1c(=O)c2c(SCCO)nc(-c3cccc(F)c3)nc2n(C)c1=O was read as mcGAS lum -5, hcGAS lum -6 and NPYLR7 agonist -4.
`CCn1c(SCc2ccccc2F)nc2c([nH]c3ccccc32)c1=O` gave mcGAS lum -6, hcGAS lum -7 and NPYLR7 agonist -1.
For Cc1cc(NCCC(=O)c2ccccc2)no1 the results were hcGAS lum -9 and NPYLR7 agonist 7.
For Cc1ccccc1/C=C/C(=O)N(C)CC(=O)NC(C)(C)C the results were mcGAS lum -15, hcGAS lum -4 and NPYLR7 agonist 0.
CCc1cn[nH]c1C1CCCN(C(=O)c2c(C)nn3c(C)cc(C)nc23)C1 (centres undefined) was read as mcGAS lum -11 and hcGAS lum -7.
For O=C(Nc1ccccc1Cl)c1csc2c1CCCC2 the results were mcGAS lum -7, hcGAS lum -4 and NPYLR7 agonist 2.
`COc1ccc(OCC(O)CN(Cc2ccco2)Cc2cccn2C)cc1` (centres undefined) gave mcGAS lum -1, hcGAS lum 1 and NPYLR7 agonist -11.
For Cc1cc(=O)n2c(c1-c1ccccc1)SCC2C(=O)O (centres undefined) the results were hcGAS lum 0 and NPYLR7 agonist -12.
Screening COC(=O)c1ccc(CN(CCN2CCOCC2)Cc2ccc(C)o2)o1 returned hcGAS lum -8 and NPYLR7 agonist -7.
CC(C)SC(NC(=O)OCc1ccccc1)C(=O)Nc1ccccc1 (centres undefined) was read as hcGAS lum -9 and NPYLR7 agonist -6.
Screening Nc1ccc2c(c1)N(S(=O)(=O)c1cccs1)CCC2 returned hcGAS lum -4 and NPYLR7 agonist -4.

Quoted at random: 3 records from the list, in no set order.
`COCCNc1oc2c(c1-c1ccc(F)cc1)c(=O)oc1ccccc12` gave mcGAS lum 1, hcGAS lum 9 and NPYLR7 agonist 1.
`COc1ccc(OCC(O)CN(Cc2ccco2)Cc2cccn2C)cc1` (centres undefined) gave mcGAS lum -1, hcGAS lum 1 and NPYLR7 agonist -11.
`CCn1c(SCc2ccccc2F)nc2c([nH]c3ccccc32)c1=O` gave mcGAS lum -6, hcGAS lum -7 and NPYLR7 agonist -1.

Following part:
`Nc1cc2c(cc1Sc1ccccc1)OCCO2` gave hcGAS lum -7 and NPYLR7 agonist 6.
CCOC(=NCc1ccccc1)NC(=O)c1ccc(Cl)c(Cl)c1 was read as mcGAS lum 0, hcGAS lum -2 and NPYLR7 agonist -14.
Screening Cc1ccccc1C1(C)NC(=O)N(Cc2nc(C)c(C)s2)C1=O (centres undefined) returned mcGAS lum -15, hcGAS lum -15 and NPYLR7 agonist 2.
CCN(Cc1ccc(F)cc1)C(=O)c1ccc(O)cc1 was read as mcGAS lum -18, hcGAS lum -6 and NPYLR7 agonist -5.
`Cc1nc(N2CCC(C(=O)N3CCCC(c4ccccc4)CC3)CC2)nc2ccccc12` (centres undefined) gave mcGAS lum -8, hcGAS lum -4 and NPYLR7 agonist 32.
C=C(C)Cn1c(=O)c2c(nc3n(-c4cc(OC)ccc4OC)c(C)c(C)n23)n(C)c1=O was read as hcGAS lum 5 and NPYLR7 agonist -6.
For COc1cc(/C=C\C(=O)OCc2cc(-c3ccc4c(c3)OCO4)on2)cc(OC)c1OC the results were hcGAS lum -9 and NPYLR7 agonist 0.
For COc1ccc(OCc2nc(C(=O)O)cs2)cc1 the results were hcGAS lum 0 and NPYLR7 agonist 17.
Screening O=C(c1cccc(Cl)c1)N1CCCC(N2CCN(c3ccccc3F)CC2)C1 (centres undefined) returned hcGAS lum -4 and NPYLR7 agonist 2.
Screening CC(C)c1ccc(NC2CCCN(C(=O)c3ccc(N4CC(=O)NC4=O)cc3)C2)cc1 (centres undefined) returned hcGAS lum -2 and NPYLR7 agonist -1.
Screening CC(C)(C)c1ccc(COn2c(=O)c[n+]([O-])c3ccccc32)cc1 returned hcGAS lum -6 and NPYLR7 agonist -1.
Screening Cc1ccnc(C(NC(=O)c2cnc3cccc(C)n3c2=O)C2CC2)c1 (centres undefined) returned hcGAS lum 1 and NPYLR7 agonist 3.
Screening C=CCSc1nnc(-c2ccc(OC)cc2)n1CC=C returned mcGAS lum -5, hcGAS lum -5 and NPYLR7 agonist 23.
Screening Cc1nnc(NC(=O)CSc2nc3[nH]ncc3c(=O)[nH]2)s1 returned hcGAS lum -3 and NPYLR7 agonist -2.
Screening O=C(CN(C1CC1)S(=O)(=O)c1ccc(F)cc1)N(CCc1c[nH]c2ccccc12)Cc1ccc(Cl)c(Cl)c1 returned mcGAS lum -6, hcGAS lum -7 and NPYLR7 agonist 14.
For O=C(c1cc(C(F)(F)F)ccc1Cl)N1CCCC(CO)(Cc2ccccc2F)C1 (centres undefined) the results were mcGAS lum 0, hcGAS lum 3 and NPYLR7 agonist 19.
For Clc1ccc2c(NCc3ccco3)nc(-c3ccco3)nc2c1 the results were mcGAS lum -7, hcGAS lum -7 and NPYLR7 agonist -1.
Screening CC(=O)C(=Cc1ccc(-c2ccc(SC(F)F)cc2)o1)C(C)=O returned mcGAS lum -5, hcGAS lum -3 and NPYLR7 agonist -5.
Screening CCOc1ccccc1CN1CCN(Cc2cnc(N)nc2)CC1CCO (centres undefined) returned mcGAS lum -8 and hcGAS lum -5.
For Cc1nn(C2CCS(=O)(=O)C2)c(Cl)c1/C=C/C(=O)Nc1ccc2c(c1)CCC2 (centres undefined) the results were mcGAS lum -2, hcGAS lum 0 and NPYLR7 agonist 7.

Among those listed so far, two contain two or more sulfur atoms.
Screening Nc1ccc2c(c1)N(S(=O)(=O)c1cccs1)CCC2 returned hcGAS lum -4 and NPYLR7 agonist -4.
Screening Cc1nnc(NC(=O)CSc2nc3[nH]ncc3c(=O)[nH]2)s1 returned hcGAS lum -3 and NPYLR7 agonist -2.

Next structures.
Screening Cc1cccc(Nc2ncccc2C(=O)NN(C)c2ccccc2)c1C returned mcGAS lum -5, hcGAS lum -8 and NPYLR7 agonist -2.
`Cc1cccc(Cc2nc3c(c(N4CCOCC4)n2)CN(C(=O)Nc2ccc(Br)cc2)CC3)c1` gave mcGAS lum -4, hcGAS lum -4 and NPYLR7 agonist 3.
`C=C(C)Cn1c(C2CC(=O)N(c3cc(Cl)ccc3OC)C2)nc2ccccc21` (centres undefined) gave mcGAS lum -10, hcGAS lum -10 and NPYLR7 agonist 0.
`Cc1c(C(=O)NC(C)C)cc(-c2ccc(Cl)cc2)n1-c1ccc(F)cc1F` gave mcGAS lum -5, hcGAS lum -4 and NPYLR7 agonist 13.
Screening O=C(COc1ccc(Cl)cc1)OCCCC(=O)c1ccc(F)cc1 returned mcGAS lum -2, hcGAS lum -2 and NPYLR7 agonist -3.
`Nc1ncc(-c2ccc(F)cc2)nc1N1CCN(CCO)CC1` gave mcGAS lum -2, hcGAS lum -6 and NPYLR7 agonist 0.
`CC(C)(C)C1CCC(OCC(O)CN2CCCCCC2)CC1` (centres undefined) gave mcGAS lum -2, hcGAS lum -1 and NPYLR7 agonist 3.
`CC(C)CN1CCN(c2nc3c(c(=O)[nH]c(=O)n3C)n2Cc2ccccc2F)CC1` gave hcGAS lum -6 and NPYLR7 agonist 19.
COCC(=O)Nc1cc(-c2cn3nc(OC)ccc3n2)ccc1OC was read as mcGAS lum -11, hcGAS lum -5 and NPYLR7 agonist -13.
Screening C#CCOCC(O)CN(Cc1cccc(C(F)(F)F)c1)CC1CC(c2ccc(F)cc2)=NO1 (centres undefined) returned mcGAS lum -5, hcGAS lum -5 and NPYLR7 agonist -3.
For O=C(Cn1c(-c2ccc(Cl)cc2)n[nH]c1=S)N1CCCCCC1 the results were hcGAS lum -1 and NPYLR7 agonist -18.
For O=[N+]([O-])c1ccc2[nH]c(O)c(N=Nc3cccc4cccnc34)c2c1 the results were mcGAS lum -5, hcGAS lum 1 and NPYLR7 agonist 4.
CCN(CC)C(=O)Oc1ccc2c(ccn2Cc2cccc(OC)c2)c1-c1cc(F)cc(F)c1 was read as mcGAS lum -6, hcGAS lum -3 and NPYLR7 agonist 11.
For COC(=O)C(C)(C)NC(=O)c1ccc(Br)s1 the results were hcGAS lum -13 and NPYLR7 agonist 5.
For COc1ccc(C2CC(=O)C3=C(C2)N=C(C)C(C(=O)OCc2ccccc2)C3c2cc(OC)c(OC)c(OC)c2)cc1 (centres undefined) the results were mcGAS lum -9, hcGAS lum -8 and NPYLR7 agonist 1.
`Cc1cccnc1C(NC(=O)C1CCN(CCCN2C(=O)CC3CCCCC3C2=O)CC1)c1ccc(F)cc1` (centres undefined) gave mcGAS lum 0, hcGAS lum 2 and NPYLR7 agonist -8.
Cc1cc(C)c2c(n1)nn1c(N3CCN(c4ccccn4)CC3)cc(C)nc21 was read as mcGAS lum -6, hcGAS lum -6 and NPYLR7 agonist 1.
CCC(=O)Nc1nc2ccc(OC)cc2s1 was read as mcGAS lum -1, hcGAS lum 16 and NPYLR7 agonist -7.
For CNc1ncccc1C(=O)N(Cc1c(C)nn(C)c1C)C1CC1 the results were mcGAS lum -5, hcGAS lum -3 and NPYLR7 agonist -9.
For CC(C)CN1CCC(C(=O)NC(C)c2cccc3ccccc23)CC1 (centres undefined) the results were mcGAS lum -3, hcGAS lum -7 and NPYLR7 agonist 9.

The final 3 compounds of the part before are carried over, then new ones follow:
CCC(=O)Nc1nc2ccc(OC)cc2s1 was read as mcGAS lum -1, hcGAS lum 16 and NPYLR7 agonist -7.
For CNc1ncccc1C(=O)N(Cc1c(C)nn(C)c1C)C1CC1 the results were mcGAS lum -5, hcGAS lum -3 and NPYLR7 agonist -9.
For CC(C)CN1CCC(C(=O)NC(C)c2cccc3ccccc23)CC1 (centres undefined) the results were mcGAS lum -3, hcGAS lum -7 and NPYLR7 agonist 9.
Screening COCCN(CC(=O)Nc1nc(CC(=O)NC2CCN(Cc3ccccc3)CC2)cs1)C(=O)c1ccc(Cl)cc1Cl returned mcGAS lum -6, hcGAS lum -14 and NPYLR7 agonist -2.
Cc1cnn(-c2ccc(OCCN3CCCC3)cc2)c1 was read as hcGAS lum -9 and NPYLR7 agonist 0.
Screening CCN1CCN(C(=O)CCN(CCCN2CCOCC2)c2nc(-c3ccc(OC)cc3)nc3ccccc23)CC1 returned mcGAS lum -4, hcGAS lum -4 and NPYLR7 agonist -3.
For CCc1nc(C)sc1CNC(=O)CN1CC(=O)NC1=O the results were hcGAS lum 2 and NPYLR7 agonist 0.
Screening O=C(Cc1ccc(-n2cnnn2)cc1)NCC1CC2CCC1C2 (centres undefined) returned hcGAS lum 2 and NPYLR7 agonist 2.
Screening CN(C)CCn1c2c(c(SCC(=O)N3CCc4ccccc43)nc1=O)CCCC2 returned mcGAS lum 0, hcGAS lum -1 and NPYLR7 agonist -2.
For CSc1sc(NS(=O)(=O)c2ccccc2C#N)nc1C the results were hcGAS lum -5 and NPYLR7 agonist 3.
For N#CCCNC(=O)c1ccc(-c2ccc(F)c(F)c2)s1 the results were mcGAS lum -7, hcGAS lum -9 and NPYLR7 agonist 0.
COc1cccc(C(CN2CCN(S(=O)(=O)C[C@@]34CC[C@@H](CC3=O)C4(C)C)CC2)OCc2cccc(Cl)c2)c1 (some centres undefined) was read as mcGAS lum -7, hcGAS lum -7 and NPYLR7 agonist -5.
For c1ccn2c(C3CCCN(Cc4cc5n(n4)CCNC5)C3)nnc2c1 (centres undefined) the results were hcGAS lum -10 and NPYLR7 agonist 2.
For N=c1ncn(Cc2ccccc2)c2nc(SCCOc3ccccc3F)[nH]c12 the results were mcGAS lum -2, hcGAS lum -12 and NPYLR7 agonist -1.
Screening CCOC(=O)c1cn[nH]c1S(=O)(=O)Nc1ccc2c(c1)OCCO2 returned mcGAS lum -10, hcGAS lum -5 and NPYLR7 agonist -1.
For COCCNC(=O)C1(C)CCCN(Cc2cc(-c3ccccc3)n(C)n2)C1 (centres undefined) the results were hcGAS lum -15 and NPYLR7 agonist 4.
C=C(C)Cn1ccc(-c2cccc(-c3ccc(S(C)(=O)=O)cc3)c2)n1 was read as mcGAS lum -11, hcGAS lum -7 and NPYLR7 agonist 4.
For O=S(=O)(c1ccc(Cl)cc1)N1CCC(CCc2ccc3c(c2)OCO3)CC1 the results were mcGAS lum -7, hcGAS lum -6 and NPYLR7 agonist 2.
